# High-throughput results deposited in PubChem by several laboratories.
# RORa activator – activators of orphan receptor RORA, primary screen, cell-based, luminescence; Nuclear receptor ROR-alpha (Homo sapiens), P35398; CHO-K1 Gal4-RORA LBD luciferase reporter; percent increase over mock-subtracted basal signal; activation, % at 10 µM; hit rate 1.5% among 65,000;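 active = activation above the mean of all tested compounds plus 3 SD, cut at about 49% in these data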;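 note: 0% = DMSO-treated RORA cells and 100% = added signal equal to DMSO minus mock-transfected cells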
# MKP-1 inh – MKP-1 phosphatase inhibitors, primary screen, biochemical, in vitro. Dual specificity protein phosphatase 1 (Homo sapiens), P28562. recombinant MKP-1, OMFP hydrolysis fluorescence. inhibition, %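 (compounds tested at a single concentration somewhere between 10 and 100 µM)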. hit rate 0.15% among 65,000. AID 374, 2006;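 active = inhibition above about 50%, limit read from the data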;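 note: 0% = DMSO max control wells and 100% = wells with enzyme stopped by NaOH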
# D1 allo mod – D1 CRE-luciferase signal change, two-sided – cell-based, HEK293 D1, dopamine EC30, D1 allosteric modulator project, primary screen. D(1A) dopamine receptor (Homo sapiens), P21728. dopamine EC30 potentiation; actives deviate in either direction. B-score at 10 µM. hit rate 5.9% among 58,000. AID 641, 2007;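 active = luminescence count or its row- and column-corrected plate score outside the 99.7% band of the plate's sample wells, on either side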
# HER2 expr 66K – inhibitors of Her2 protein expression, primary screen, SKBR-3 cells, AlphaScreen, 66K library; HER2 level % of control, % at 10 µM; hit rate 0.69% among 65,000; SKBR-3 HER2 protein level, 18-24 h; stronger effect = lower value; AID 645, 2007; Receptor tyrosine-protein kinase erbB-2 (Homo sapiens), P04626;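 active = HER2 level under 5% of the carrier-only control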;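 note: 100% = DMSO carrier and 0% = 500 nM PU-H71 HSP90 inhibitor; lower value means stronger loss of Her2 protein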
# SF-1 act – activators of human SF-1, primary screen, cell-based, CHO-K1, Gal4-SF-1 LBD, luciferase luminescence | Steroidogenic factor 1 (Homo sapiens), Q13285 | CHO-K1 Gal4-SF-1 LBD luciferase reporter; % increase over DMSO SF-1-specific signal | activation, % at 10 µM | hit rate 1.9% among 65,000 | AID 522, 2006;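 active = activation above the mean activation of all tested compounds plus 3 SD, cut at about 50% in these data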
# Target sequence (Q13285 whole entry, looked up, the tested form may be a part): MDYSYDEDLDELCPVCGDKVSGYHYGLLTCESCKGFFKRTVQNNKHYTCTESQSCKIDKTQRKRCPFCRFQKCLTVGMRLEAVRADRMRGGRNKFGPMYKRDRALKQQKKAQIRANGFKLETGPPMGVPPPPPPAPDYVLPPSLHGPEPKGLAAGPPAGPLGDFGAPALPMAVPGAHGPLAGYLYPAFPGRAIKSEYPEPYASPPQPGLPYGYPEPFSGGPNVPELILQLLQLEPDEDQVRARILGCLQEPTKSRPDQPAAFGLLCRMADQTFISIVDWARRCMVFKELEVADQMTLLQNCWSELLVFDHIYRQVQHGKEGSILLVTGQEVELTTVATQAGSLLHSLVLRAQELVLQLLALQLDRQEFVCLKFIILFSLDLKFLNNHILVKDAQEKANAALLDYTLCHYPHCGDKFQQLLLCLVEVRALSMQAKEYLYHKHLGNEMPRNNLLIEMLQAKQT
#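 Assay system – CHO-K1 cells with Gal4–hSF-1 LBD chimera plus Gal4-driven luciferase · Quantity – 4,000 cells per well · Times – compound added 1 h post-seeding, 20 h exposure at 37 °C, 5% CO2 · Measured by – luciferase light emission · Benchmarks – DMSO and mock-transfected background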
# FXIIa mix inh – human factor XIIa inhibitors, primary screen, biochemical, pooled compound mixtures, fluorogenic substrate; Coagulation factor XII (Homo sapiens), P00748; purified FXIIa; inhibition, % at 5 µM; hit rate 0.2% among 62,000; AID 684, 2007; in the data active = inhibition above about 20%, passing the limit was not always enough;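 note: 0% = enzyme without compound and 100% = no enzyme blank; some results filed as inactive read as strong as hits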
# TNAP act mid DEA – human TNAP enzyme activators, primary screen, biochemical, luminescent, intermediate phosphate acceptor level. purified TNAP, CDP-star luminescence, 100 mM DEA, 30 min; stronger effect = higher value; scale: 0 levamisole-inhibited, 1 vehicle-only enzyme. activation factor at 20 µM. 64,000 tested, under 10 active. AID 813, 2007;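 active = activation factor of at least 2 at 20 µM, relative to controls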
# Hsp90 inh – tumor Hsp90 inhibitors, primary screen, cell lysate, fluorescence polarization, NCI-N417 lysate | Cy3B-geldanamycin FP displacement | Heat shock protein HSP 90-alpha (Homo sapiens), P07900 | hit rate 0.35% among 64,000 | inhibition, % at 30 µM;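 active = inhibition above 50%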;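 note: 0% = tracer plus lysate wells and 100% = tracer alone without lysate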
# Cdc25B block – inhibitors of Cdc25B phosphatase catalytic domain, primary screen, biochemical, OMFP fluorescence. M-phase inducer phosphatase 2 (Homo sapiens), P30305. recombinant Cdc25B, OMFP fluorescence Ex485/Em525. inhibition, %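 (compounds tested at 10 µM final in the well)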. hit rate 0.1% among 65,000. AID 368, 2006; in the data active = inhibition above about 50%
# Target sequence (P30305 whole entry, looked up, the tested form may be a part): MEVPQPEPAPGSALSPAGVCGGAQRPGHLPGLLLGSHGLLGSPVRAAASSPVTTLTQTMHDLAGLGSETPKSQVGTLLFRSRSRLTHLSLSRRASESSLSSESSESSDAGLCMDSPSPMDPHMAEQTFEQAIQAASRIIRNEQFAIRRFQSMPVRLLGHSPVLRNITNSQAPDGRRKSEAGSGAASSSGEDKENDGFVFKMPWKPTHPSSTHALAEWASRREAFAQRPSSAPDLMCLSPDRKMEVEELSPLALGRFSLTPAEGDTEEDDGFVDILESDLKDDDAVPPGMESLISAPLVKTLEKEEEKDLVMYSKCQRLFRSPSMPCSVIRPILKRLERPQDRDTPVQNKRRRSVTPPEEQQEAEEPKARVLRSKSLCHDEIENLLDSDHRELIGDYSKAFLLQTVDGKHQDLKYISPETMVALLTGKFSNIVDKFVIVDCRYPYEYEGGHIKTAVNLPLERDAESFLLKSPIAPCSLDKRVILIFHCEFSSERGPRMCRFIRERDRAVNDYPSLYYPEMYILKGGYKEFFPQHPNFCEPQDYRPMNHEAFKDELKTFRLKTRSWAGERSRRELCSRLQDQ
# An asterisk follows results filed as active; · = not tested or not shown. No enrichment for hits; any-hit rate near 8.9%.
SMILES,TNAP act mid DEA,RORa activator,SF-1 act,HER2 expr 66K,MKP-1 inh,Cdc25B block,FXIIa mix inh,Hsp90 inh,D1 allo mod
Cc1cc(SCNC(=O)c2ccccc2)ncn1,0.9,-14,-2,·,12,6,4,2,-0.16
Oc1[nH]c2ccccc2c1C=NCC1CCCO1 (configuration not stated),1,12,7,83,7,21,9,0,0.35
O=S(=O)(c1ccccc1)c1ccccc1/C=N\O,1,2,8,117,13,3,25*,3,0.27
O=C(CN1CCOCC1)Nc1cccc(C(=O)Nc2cccc(C(F)(F)F)c2)c1,0.9,-3,0,120,10,-22,1,-4,0.66
COc1cc(C2c3c(oc4ccccc4c3=O)C(=O)N2CCN2CCOCC2)cc(OC)c1OC (configuration not stated),1.1,2,1,88,18,-12,3,-1,1.4
CCc1nnc(NC(=O)CSc2nnc(CNc3ccc(Cl)cc3)o2)s1,0.9,37,-22,52,17,-9,-4,-3,0
Cc1ccnc(NS(=O)(=O)c2ccc(NC(=O)C3CCCCC3)cc2)n1,0.9,1,6,109,-1,2,1,-5,0.45
Cc1c(Cl)cnc(NC(=O)COC(=O)C(NC(=O)c2ccco2)C(C)C)c1Cl (configuration not stated),0.9,-7,-2,91,5,11,10,-4,-0.48
CN(C)C(=O)CSc1cccc2cccnc12,0.9,-26,-16,92,-5,7,4,3,0.24
Cc1cccc(S(=O)(=O)C(C#N)c2nc3ccccc3nc2N2CCOCC2)c1 (configuration not stated),1,-21,-2,77,-3,4,0,-6,-0.31
CC1(C)C2CCC(C2)C1(C)NC(=O)CN1CCOCC1 (configuration not stated),0.9,23,0,112,-12,-4,9,4,0.38
CC(N=C1NS(=O)(=O)c2ccccc21)c1ccccc1 (configuration not stated),1,-9,-13,116,-6,-15,8,0,-0.013
COc1ccc(CCNC(=O)C2CCN(S(=O)(=O)c3cccc4nsnc34)CC2)cc1OC,1,3,25,79,0,38,-1,-3,0.18
O=c1cc(C(F)(F)F)nc(-c2ccccc2)[nH]1,1,-7,-12,70,7,-1,1,2,2.7
CC1(C)N=C(C(=O)c2ccccc2)N(O)C1(C)O (configuration not stated),1,-14,0,82,11,-14,0,-5,·
CCOC(=O)c1ccc(NC(=O)CCc2ccc(CC)o2)cc1,0.9,-1,-8,96,4,12,4,0,-1
CC(C)c1ccc(NC(=O)CSc2nnc(-c3ccccn3)n2C)cc1,1,-6,2,106,-19,-2,7,-2,0.15
COc1cc(NC(=O)c2cnn3c(C)cc(C)nc23)c(OC)cc1Cl,0.9,10,-4,·,16,-5,1,-5,0.94
Cc1ccc(CN(c2ccc(C(=O)N3CCOCC3)cc2)S(C)(=O)=O)cc1,0.9,-2,-2,116,1,-13,-7,-3,0.58
Cc1ccc(O)c(C2=NOC(O)(C(F)(F)C(F)F)C2)c1 (configuration not stated),1,-25,10,97,10,4,3,0,0.041
COc1ccccc1CC(NC(C)=O)C(=O)NC1CCN(c2nnnn2-c2ccccc2)CC1 (configuration not stated),0.8,-9,12,80,7,-12,-3,-4,-1.5
COc1ccccc1-c1cc(C(=O)NCc2cccs2)no1,0.9,-8,-1,72,-1,-11,4,2,-1.1
COc1ccccc1S(=O)(=O)Cc1ccc(C(=O)NCCN2CCCC2)o1,1,-4,2,108,15,-5,2,-3,-0.29
Cc1nn(C(=O)c2cccs2)c(N)c1-c1ccccc1,0.9,57*,54*,85,-4,-9,11,0,-0.81
CCOC(=O)c1cnc(SCC(=O)Nc2sc(C)c(C)c2C#N)nc1N,0.9,-19,-4,72,4,-11,11,-4,0.66
COCCNC(=O)c1c[nH]c2ccc(OC)cc2c1=O,0.9,-5,9,103,0,3,-1,-11,1.1
Nc1ccc(-n2c(N)c(C(=O)NCc3ccc4c(c3)OCO4)c3nc4ccccc4nc32)cc1,0.9,20,-32,64,19,-2,2,-8,-1
Cc1cccn2c(=O)c(C=Nc3ccccc3)c(NCCO)nc12,0.9,9,12,93,31,-4,-15,1,-0.11
O=C(c1cn(CC(=O)N2CCCC2)c2ccccc12)C1CCCCC1,0.9,-9,3,92,3,4,5,1,0.8
CCOC(=O)C(CC)n1cnc2c(cnn2-c2ccc(Cl)cc2)c1=O (configuration not stated),1,12,18,108,-8,-6,12,-3,·
COc1ccccc1N1CCN(C(=O)CN(c2cc(C)cc(C)c2)S(C)(=O)=O)CC1,0.9,-5,-12,118,10,-1,-1,4,-0.28
COc1ccc(-n2c(Cc3cccn3C)nnc2SCC(=O)Nc2ccccc2C)cc1,0.9,13,7,76,5,-14,2,-3,-0.45
CC12CCC(C(=O)NCCN3CCCCC3)(CC1=O)C2(C)C (configuration not stated),1,-16,-2,121,1,-7,-14,-1,0.19
COc1ccc2[nH]c3c(NCCN4CCCCC4)ncnc3c2c1,1.2,-10,-11,69,-6,0,-22,0,·
CC(C)OCCCNc1nc2c([nH]1)c(=O)n(C)c(=O)n2C,1,-19,3,70,-22,3,-18,-3,-0.17
O=C(OCc1nc(-c2ccccc2)oc1COC(=O)c1ccco1)c1ccco1,0.9,-2,-2,97,-6,-29,5,-5,-0.22
COc1ccc(CCN2CC34C=CC(O3)C(C(=O)NCc3ccccc3)C4C2=O)cc1OC (configuration not stated),0.9,14,2,47,12,-13,11,·,0.9
CCCn1c(SCC(=O)NCCc2ccc(Cl)cc2Cl)n[nH]c1=O,0.7,-8,15,105,-6,0,2,-1,0.17
CCCCCc1c(O)c2ccccc2[nH]c1=O,0.9,6,2,103,-20,-4,28,0,-0.024
Cc1ccc(CNC(=O)c2ccc(CN3CCOCC3)cc2)cc1,1,18,12,218,7,-11,4,·,0.52

# Shown field by field: part of the list above.
> CC(C)OCCCNc1nc2c([nH]1)c(=O)n(C)c(=O)n2C
  TNAP act mid DEA: 1	RORa activator: -19	SF-1 act: 3	HER2 expr 66K: 70	MKP-1 inh: -22	Cdc25B block: 3	FXIIa mix inh: -18	Hsp90 inh: -3	D1 allo mod: -0.17
> O=C(OCc1nc(-c2ccccc2)oc1COC(=O)c1ccco1)c1ccco1
  TNAP act mid DEA: 0.9	RORa activator: -2	SF-1 act: -2	HER2 expr 66K: 97	MKP-1 inh: -6	Cdc25B block: -29	FXIIa mix inh: 5	Hsp90 inh: -5	D1 allo mod: -0.22
> COc1ccc(CCN2CC34C=CC(O3)C(C(=O)NCc3ccccc3)C4C2=O)cc1OC (configuration not stated)
  TNAP act mid DEA: 0.9	RORa activator: 14	SF-1 act: 2	HER2 expr 66K: 47	MKP-1 inh: 12	Cdc25B block: -13	FXIIa mix inh: 11	Hsp90 inh: ·	D1 allo mod: 0.9
> CCCn1c(SCC(=O)NCCc2ccc(Cl)cc2Cl)n[nH]c1=O
  TNAP act mid DEA: 0.7	RORa activator: -8	SF-1 act: 15	HER2 expr 66K: 105	MKP-1 inh: -6	Cdc25B block: 0	FXIIa mix inh: 2	Hsp90 inh: -1	D1 allo mod: 0.17

# Following part.
SMILES,TNAP act mid DEA,RORa activator,SF-1 act,HER2 expr 66K,MKP-1 inh,Cdc25B block,FXIIa mix inh,Hsp90 inh,D1 allo mod
CCC1CCC(NC2CCCCNC2=O)CC1 (configuration not stated),1,-5,12,105,-14,-9,9,-2,0.19
C=CCn1c(SC(CCO)C(=O)NCc2ccco2)nc2sc3c(c2c1=O)CCC3 (configuration not stated),0.9,-5,13,85,4,-5,2,·,0.49
Cc1ccc(OCn2c(=O)sc3ccccc32)cc1,0.9,44,27,88,2,-18,5,-3,0.29
CCOC(=O)N1CCN(c2ncnc3c2[nH]c2ccc(OC)cc23)CC1,0.9,-1,5,117,-17,28,4,-4,1.2
CCOC(=O)c1ccc(NC(=O)c2ccc(NS(C)(=O)=O)cc2)cc1,0.9,-3,3,81,8,-16,8,0,-0.14
CC1CCCCC1NC(=O)CSc1nnc(-c2ccccc2)n1N (configuration not stated),0.9,-17,-1,147,4,-4,5,·,1.1
CC(C)c1nnc(NC(=O)c2cccs2)s1,0.9,76*,104*,84,-1,-41,-20,-2,-0.55
Cc1ccc(OCC(=O)Nc2cccc(-c3nnc(-c4ccccc4)o3)c2)cc1,0.9,13,12,134,14,-17,8,-2,-0.05
Cc1noc(C)c1COC(=O)C1COc2ccccc2O1 (configuration not stated),0.9,-14,-2,107,-7,-19,4,-6,2.4
O=C1C2C3C=CC(C3)C2C(=O)N1c1ncn[nH]1 (configuration not stated),1,-10,-1,80,23,-8,3,-2,·
OC(c1ccccc1)C1CN(Cc2ccccc2)CCC1(O)c1ccccc1 (configuration not stated),0.9,12,-9,75,-1,-17,10,-7,-0.51
O=C1C2C3c4ccccc4C(c4ccccc43)C2C(=O)N1CN1CCOCC1 (configuration not stated),0.8,11,8,96,5,-7,7,-2,·
O=C(COc1ccc(Cl)cc1Cl)N1CCCCCC1,0.8,4,2,83,-4,-2,6,-1,1.8
N#Cc1cc2c(nc1SCc1cccnc1)CCCCC2,0.9,12,9,134,5,-12,8,1,10*
Cc1ccc(CCNC(=O)CN2C(=O)COc3ccccc32)cc1,1,-4,-16,110,-1,-8,3,2,0.022
Cc1cc(C(=O)CSc2nc3ccccc3c(=O)n2C)c(C)n1Cc1ccc2c(c1)OCO2,1,-9,-11,99,27,-12,9,-4,-2.9
CC(=O)NS(=O)(=O)c1ccc(NC(=O)CCC2CCCC2)cc1,1,-15,21,56,16,2,1,-3,-0.29
COC(=O)c1cc(-c2ccc3c(c2)OCO3)nc2ccccc12,0.9,4,-9,102,-2,-10,9,8,0.49
CCCCNC(=O)Cn1cnc2sc(C(=O)OCC)c(C)c2c1=O,1,-21,-5,90,-1,7,1,-9,0.81
O=C(Nc1ccc(N2CCOCC2)cc1)c1ccc(S(=O)(=O)N2CCCCC2)cc1,0.9,14,20,100,1,-13,-4,0,-1.1
CCc1noc(C)c1C(=O)NCCc1ccc(OC)c(OC)c1,0.9,-3,-15,203,1,3,15,-3,0.46
Cc1ccc(NC(=O)N2CCC(C(=O)NCC(C)C)CC2)cc1,1,-7,8,77,-24,-1,5,1,-0.14
O=S(=O)(NCCNS(=O)(=O)c1ccccc1)c1ccccc1,0.9,·,·,80,5,5,3,·,0.23
CCOC(=O)c1c(C)c(C(=O)NCCc2ccc(S(N)(=O)=O)cc2)c(C)n1CC,0.9,17,-14,123,5,-13,-3,-7,0.3
CC1=CCC(C(C)(C)NC(=O)c2ccccc2)C/C1=N\O (configuration not stated),1,-8,-24,99,6,-1,2,-3,-0.82
CCN(CC)CCNC(=O)CCCCn1c(=S)[nH]c2c([nH]c3ccc(OC)cc32)c1=O,0.9,4,-6,140,0,6,-1,0,0.93
CCCn1c(C)cc(C(=O)CN2C(=O)c3ccccc3C2=O)c1C,0.9,55*,65*,100,28,-3,-18,1,-0.54
CCS(=O)(=O)N1CCC(C(=O)NCc2cccs2)CC1,0.9,-11,17,97,-7,-11,5,-1,-0.14
Cc1ccc(Cn2ccc(NC(=O)c3cc(-c4ccc5c(c4)OCO5)on3)n2)cc1,1.1,-28,9,93,26,3,1,-1,-0.64
Cc1c(NS(=O)(=O)N2CCCC2)c(=O)n(-c2ccccc2)n1C,1,-33,9,115,0,4,-2,2,-0.054
CC1=C(C(=O)OCC(C)C)C(c2ccc(F)cc2)NC(=O)N1 (configuration not stated),0.9,-10,-14,102,17,5,-3,1,-1.6
